Bcl-xL primary – inhibitors of human Bcl-xL, primary screen, biochemical, fluorescence polarization, HTS | Bcl-2-like protein 1 (Homo sapiens), Q07817 | GST-Bcl-xL / FITC-Bim BH3 peptide fluorescence polarization | inhibition, % at 10.9 µM | hit rate 0.7% among 320,000 | AID 2129, 2009;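 active means inhibition above the mean of all tested compounds plus 3 SD, cutoff set per campaign, cut at about 30% in these data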;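 further: 0% = DMSO wells and 100% = unlabeled Bim-BH3 peptide competitor; inhibitors lower millipolarization by displacing the labeled peptide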
MCL1 BIM primary – inhibitors of MCL1 binding to BIM-BH3, primary screen, biochemical, fluorescence polarization; Induced myeloid leukemia cell differentiation protein Mcl-1 (Homo sapiens), Q07820; GST-MCL1 / FITC-Bim-BH3 fluorescence polarization; inhibition, % at 10.9 µM; hit rate 0.68% among 320,000;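 active means inhibition above the mean inhibition of all tested compounds plus 3 SD, set per campaign, cut at about 40% in these data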;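 further: 0% = DMSO wells and 100% = unlabeled Bim-BH3 peptide control; higher means more loss of mP so more displacement of Bim peptide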
Target sequence (Q07820 whole entry, looked up): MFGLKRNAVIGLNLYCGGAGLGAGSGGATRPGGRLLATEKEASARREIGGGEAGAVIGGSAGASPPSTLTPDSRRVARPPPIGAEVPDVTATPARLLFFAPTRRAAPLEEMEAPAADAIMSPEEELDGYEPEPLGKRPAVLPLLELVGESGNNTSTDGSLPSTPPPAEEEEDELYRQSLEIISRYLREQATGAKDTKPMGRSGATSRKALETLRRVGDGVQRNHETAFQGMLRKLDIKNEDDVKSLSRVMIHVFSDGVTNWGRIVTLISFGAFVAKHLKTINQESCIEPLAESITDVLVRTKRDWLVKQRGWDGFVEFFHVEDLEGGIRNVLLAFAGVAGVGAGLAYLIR
Fam108B counter – mouse Fam108B serine hydrolase inhibitors, primary screen, counter-screen for RBBP9 inhibitor project, biochemical, fluorescence polarization | recombinant Fam108B, FP-Rh probe fluorescence polarization | inhibition, % at 9.51 µM | hit rate 0.33% among 300,000;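 active means inhibition above the screen mean inhibition plus 3 SD, computed separately per campaign, cut at about 18% in these data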;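 further: inhibitors lower polarization as less probe binds the enzyme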
PAFAH1B2 FP inh – PAFAH1B2 enzyme inhibitors, primary screen, biochemical, fluorescence polarization, human; recombinant PAFAH1B2, FP-rhodamine activity probe; inhibition, % at 3.39 µM; hit rate 1.2% among 340,000;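 active means inhibition above the mean of all tested compounds plus 3 SD, cut at about 24% in these data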;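 further: 0% = enzyme with DMSO and 100% = wells lacking PAFAH1B2; many of its hits are not listed in these tables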
Target sequence (P68402 whole entry, looked up): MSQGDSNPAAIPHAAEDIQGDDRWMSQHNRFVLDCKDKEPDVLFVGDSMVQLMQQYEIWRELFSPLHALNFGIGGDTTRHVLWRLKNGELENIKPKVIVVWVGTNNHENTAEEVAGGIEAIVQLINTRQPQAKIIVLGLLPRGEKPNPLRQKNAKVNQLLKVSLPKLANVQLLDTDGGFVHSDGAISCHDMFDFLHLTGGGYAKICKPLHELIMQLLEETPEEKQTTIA
MEX-5 binding – MEX-5 zinc finger RNA-binding disruptors – biochemical, C. elegans, fluorescence polarization, MLPCN library, primary screen. hit rate 0.38% among 300,000. AID 1832, 2009. Zinc finger protein mex-5 (Caenorhabditis elegans), Q9XUB2. activity score (negative = inhibition of binding), % at 10 µM. MEX-5/FITC-TCR2 RNA binding; active compounds read low;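 active means inhibition past about -25% in most replicates, and total fluorescence under double the plate's negative control median, limit read from the data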;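 further: 0% = DMSO and -100% = 5 µM competing unlabeled TCR2 RNA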
AHR act – AHR activators, primary screen, cell-based, luminescence, luciferase reporter, human; Aryl hydrocarbon receptor (Homo sapiens), P35869; AHR-responsive luciferase reporter cells; activation, % at 5 µM; hit rate 2.5% among 320,000; AID 2796, 2010; in the data active means activation above about 47%;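 further: 0% = vehicle wells and 100% = reference agonist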
PME-1 primary – PME-1 inhibitors via competitive probe labeling, primary screen, biochemical, fluorescence polarization, FP-Rh probe, HTS; inhibition, % at 5.9 µM; Protein phosphatase methylesterase 1 (Homo sapiens), Q9Y570; hit rate 0.53% among 320,000; recombinant PME-1;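 active means inhibition above the campaign mean of all compounds plus 3 SD, cut at about 26% in these data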;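 further: competitive labeling of PME-1 active site by serine hydrolase directed probe; 0% = PME-1 with DMSO and 100% = wells lacking PME-1 enzyme; inhibitors block probe labeling so polarization falls and inhibition rises; many of its hits are not listed in these tables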
GLD-1 RNA inh – GLD-1/TGE RNA complex disruptors, primary screen, biochemical, fluorescence polarization | purified GLD-1 + fluorescein TGE RNA | hit rate 0.44% among 320,000 | Female germline-specific tumor suppressor gld-1 (Caenorhabditis elegans), Q17339 | inhibition, % at 5.96 µM | AID 2280, 2010;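 active means percent inhibition above a per-plate cutoff, the plate mean of test compounds plus 3 SD, cut at about 30% in these data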;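 further: 0% = DMSO wells with GLD-1 and probe and 100% = wells lacking GLD-1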
Target sequence (Q17339 whole entry, looked up): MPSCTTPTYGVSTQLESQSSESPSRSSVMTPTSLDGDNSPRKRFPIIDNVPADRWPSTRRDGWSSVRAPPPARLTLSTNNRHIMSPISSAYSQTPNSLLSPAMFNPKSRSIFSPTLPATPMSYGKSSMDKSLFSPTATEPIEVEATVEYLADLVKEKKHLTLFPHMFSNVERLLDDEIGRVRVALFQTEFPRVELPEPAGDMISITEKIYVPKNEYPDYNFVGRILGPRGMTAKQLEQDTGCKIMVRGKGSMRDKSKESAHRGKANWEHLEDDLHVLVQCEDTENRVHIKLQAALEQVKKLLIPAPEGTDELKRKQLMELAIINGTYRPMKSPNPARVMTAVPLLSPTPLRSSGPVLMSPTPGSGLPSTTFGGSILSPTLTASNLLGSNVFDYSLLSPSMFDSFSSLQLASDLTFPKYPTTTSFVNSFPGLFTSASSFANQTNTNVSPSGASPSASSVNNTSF
pPAFAH inh – pPAFAH enzyme inhibitors, primary screen, biochemical, fluorescence polarization, human; Platelet-activating factor acetylhydrolase (Homo sapiens), Q13093; recombinant pPAFAH, FP-rhodamine probe fluorescence polarization; inhibition, % at 3.39 µM; hit rate 1.5% among 330,000; AID 463082, 2010;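 active means inhibition above the mean inhibition across the screen plus 3 SD, cut at about 25% in these data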;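 further: inhibitors block binding of the rhodamine activity-based probe so polarization drops; 0% = enzyme with DMSO and 100% = wells lacking pPAFAH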
An asterisk follows results filed as active. This is a subset; count on the stated rates, not on these rows.

Cc1cc(=O)[nH]c(=S)[nH]1 was read as Bcl-xL primary 5, MCL1 BIM primary 6, Fam108B counter -2, PAFAH1B2 FP inh -1, MEX-5 binding -3.2, AHR act -3, PME-1 primary 3, GLD-1 RNA inh 8 and pPAFAH inh -1.
`Cc1cc(C)nc(-n2ncc3c2CC(C)CC3=O)n1` (configuration not stated) gave Bcl-xL primary -3, MCL1 BIM primary 4, Fam108B counter 3, MEX-5 binding -1.2, AHR act -3, PME-1 primary 3, GLD-1 RNA inh 2 and pPAFAH inh 0.
For CCOC(=O)c1cnc2oc3ccccc3n2c1=O the results were Bcl-xL primary -3, MCL1 BIM primary -18, Fam108B counter 9, PAFAH1B2 FP inh 0, MEX-5 binding -1.0, AHR act 19, PME-1 primary -5, GLD-1 RNA inh -6 and pPAFAH inh 2.
Screening CN1CCN(NC(=O)/C=C/c2cccc([N+](=O)[O-])c2)CC1 returned Bcl-xL primary 0, MCL1 BIM primary 3, Fam108B counter 0, PAFAH1B2 FP inh 2, MEX-5 binding -0.7, AHR act -1, PME-1 primary 4, GLD-1 RNA inh 5 and pPAFAH inh 2.
For CCOc1cc(N2CCOCC2)c(OCC)cc1NC(=O)CN1CCN(Cc2ccc3c(c2)OCO3)CC1 the results were Bcl-xL primary 6, MCL1 BIM primary 12, Fam108B counter 4, PAFAH1B2 FP inh 4, MEX-5 binding 2.9, AHR act 5, PME-1 primary -1, GLD-1 RNA inh -2 and pPAFAH inh -3.
`Clc1ccc(Nc2nc(NCCN3CCOCC3)nc(N3CCOCC3)n2)cc1` gave Bcl-xL primary 3, MCL1 BIM primary 3, Fam108B counter 0, PAFAH1B2 FP inh 5, MEX-5 binding -0.9, AHR act 4, PME-1 primary -11, GLD-1 RNA inh 9 and pPAFAH inh 8.
`Cc1ccsc1C(C(=O)NCc1ccccc1)N(C(=O)c1csnn1)c1ccccc1` (configuration not stated) gave Bcl-xL primary 4, MCL1 BIM primary 3, Fam108B counter 0, PAFAH1B2 FP inh 4, MEX-5 binding -0.6, AHR act -2, PME-1 primary 2, GLD-1 RNA inh 1 and pPAFAH inh 4.
For CCCCn1c(=O)[nH]c(=O)c2c1nc(-c1ccc(CC)c([N+](=O)[O-])c1)n2C the results were Bcl-xL primary -2, MCL1 BIM primary 3, Fam108B counter 2, MEX-5 binding -2.4, AHR act 1, PME-1 primary 0, GLD-1 RNA inh 9 and pPAFAH inh 3.
`Cc1c(Cl)cnc(NC(=O)COC(=O)[C@@H](NC(=O)c2ccco2)C(C)C)c1Cl` gave PAFAH1B2 FP inh 2, AHR act 3, GLD-1 RNA inh 6 and pPAFAH inh 16.
CCOc1ccccc1NC(=O)Nc1cccc(C(C)=O)c1 was read as Bcl-xL primary 0, MCL1 BIM primary 3, Fam108B counter 2, PAFAH1B2 FP inh 6, MEX-5 binding 1.4, AHR act 44, PME-1 primary 2, GLD-1 RNA inh 9 and pPAFAH inh 0.
`Cn1c(=O)[nH]c(=O)c2c1nc(N1CCOCC1)n2CC(O)COc1ccc2ccccc2c1` (configuration not stated) gave Bcl-xL primary 0, MCL1 BIM primary 1, Fam108B counter 1, PAFAH1B2 FP inh 2, MEX-5 binding -0.3, AHR act 3, PME-1 primary 5, GLD-1 RNA inh 1 and pPAFAH inh 1.
`c1nnnn1C12CC3CC(CC(C3)C1)C2` gave Bcl-xL primary -3, MCL1 BIM primary -3, Fam108B counter 0, PAFAH1B2 FP inh 17, MEX-5 binding -2.2, AHR act 0, PME-1 primary -5, GLD-1 RNA inh 10 and pPAFAH inh 3.
`COCCNC(=S)N/N=C(\C)c1ccccc1OC` gave Bcl-xL primary 1, MCL1 BIM primary 7, Fam108B counter 3, PAFAH1B2 FP inh 5, MEX-5 binding -2.9, AHR act 42, PME-1 primary 1, GLD-1 RNA inh 8 and pPAFAH inh -1.
For Cc1ccccc1N1C(=O)c2cccc3cccc(c23)C1=O the results were Bcl-xL primary 7, MCL1 BIM primary 6, Fam108B counter 5, PAFAH1B2 FP inh 3, MEX-5 binding 0.9, AHR act 1, PME-1 primary 6, GLD-1 RNA inh 1 and pPAFAH inh 0.
`COc1ccc(OC(=O)COc2ccccc2C)cc1` gave Bcl-xL primary 6, MCL1 BIM primary -7, Fam108B counter 1, MEX-5 binding -1.2, AHR act 1, PME-1 primary 1, GLD-1 RNA inh -2 and pPAFAH inh 4.
For O=C(CCc1nnc(Cc2ccc3c(c2)OCO3)o1)NCCc1ccccc1Cl the results were Bcl-xL primary 10, MCL1 BIM primary 6, Fam108B counter -1, PAFAH1B2 FP inh 4, MEX-5 binding -0.5, AHR act 2, PME-1 primary -4, GLD-1 RNA inh -3 and pPAFAH inh -1.
Screening O=C(NCc1ccccn1)c1ccc2c(c1)N(Cc1ccccc1)CCS2 returned Bcl-xL primary 2, MCL1 BIM primary 2, Fam108B counter 0, PAFAH1B2 FP inh 5, MEX-5 binding 1.6, AHR act 6, PME-1 primary 7, GLD-1 RNA inh 1 and pPAFAH inh 4.
`CC(C)Sc1ccc([N+](=O)[O-])cc1C(=O)Nc1ccncc1` gave Bcl-xL primary 0, MCL1 BIM primary -4, Fam108B counter 9, PAFAH1B2 FP inh 4, MEX-5 binding 2.7, AHR act 6, PME-1 primary 7, GLD-1 RNA inh 1 and pPAFAH inh 3.
Screening COc1ccc(S(=O)(=O)N2CCN(C(=O)c3cccs3)CC2)cc1OC returned Bcl-xL primary -1, MCL1 BIM primary -1, Fam108B counter 1, PAFAH1B2 FP inh 6, MEX-5 binding 2.5, AHR act 0, PME-1 primary 1, GLD-1 RNA inh 3 and pPAFAH inh 5.
`COc1ccc(C2c3c(-c4ccccc4O)n[nH]c3C(=O)N2Cc2ccco2)cc1` (configuration not stated) gave Bcl-xL primary 1, MCL1 BIM primary -5, Fam108B counter -4, PAFAH1B2 FP inh -1, AHR act 9, PME-1 primary 0, GLD-1 RNA inh -2 and pPAFAH inh 0.
O=C(C1CCN(S(=O)(=O)c2ccccc2)CC1)N1CCN(c2ccccc2)CC1 was read as Bcl-xL primary 1, MCL1 BIM primary 9, Fam108B counter 5, PAFAH1B2 FP inh 3, MEX-5 binding 0.6, AHR act 0, PME-1 primary 21, GLD-1 RNA inh 2 and pPAFAH inh -1.
For O=c1c2nnn(Cc3ccccc3)c2ncn1C/C=C/c1ccccc1 the results were Bcl-xL primary 3, MCL1 BIM primary 2, Fam108B counter 1, PAFAH1B2 FP inh -2, MEX-5 binding -1.1, AHR act -2, PME-1 primary -8, GLD-1 RNA inh -1 and pPAFAH inh 1.
`COc1ccc(C(C)C)cc1S(=O)(=O)N1CCC(C(=O)N2CCN(C)CC2)CC1` gave Bcl-xL primary 0, MCL1 BIM primary -4, Fam108B counter 0, PAFAH1B2 FP inh -1, MEX-5 binding 0.6, AHR act 0, PME-1 primary 3, GLD-1 RNA inh 5 and pPAFAH inh 0.
Screening CC(C)(C)c1ccc(OCCNC(=O)c2ncn[nH]2)cc1 returned Bcl-xL primary 4, MCL1 BIM primary 2, Fam108B counter -1, PAFAH1B2 FP inh 9, MEX-5 binding 4.5, AHR act 12, PME-1 primary 5, GLD-1 RNA inh 6 and pPAFAH inh 3.
Screening C=CC[C@@H](CC(=O)N[C@@H](CO)Cc1ccccc1)C(=O)N[C@H](COC(=O)[C@H](CC=C)CC(=O)OC(C)(C)C)Cc1c[nH]c2ccccc12 returned PAFAH1B2 FP inh 8, AHR act 4, GLD-1 RNA inh 10 and pPAFAH inh 4.
CC(NC(=O)c1cccs1)c1nnc(SCc2ccc(Cl)cc2Cl)n1C (configuration not stated) was read as Bcl-xL primary 11, MCL1 BIM primary 5, Fam108B counter 3, PAFAH1B2 FP inh -1, MEX-5 binding 3.5, AHR act 4, PME-1 primary -2, GLD-1 RNA inh 6 and pPAFAH inh -1.
NS(=O)(=O)c1ccc2nc(NC(=O)Nc3ccc(F)cc3)sc2c1 was read as Bcl-xL primary 9, MCL1 BIM primary 8, Fam108B counter -23, PAFAH1B2 FP inh -15, MEX-5 binding -4.6, AHR act 0, PME-1 primary -52, GLD-1 RNA inh -8 and pPAFAH inh -10.
`Cc1c(-c2nc3ccccc3[nH]2)cnn1C` gave Bcl-xL primary 6, MCL1 BIM primary 7, PAFAH1B2 FP inh -1, AHR act -1, PME-1 primary 3, GLD-1 RNA inh 2 and pPAFAH inh 4.
COc1ccc(C(=O)c2ccc3oc(-c4ccc(OC)cc4)c(C#CCCO)c3c2)cc1 was read as Bcl-xL primary 8, MCL1 BIM primary 11, Fam108B counter 0, PAFAH1B2 FP inh -4, MEX-5 binding 0.6, AHR act 7, PME-1 primary 0, GLD-1 RNA inh 4 and pPAFAH inh -2.
CCOC(=O)N1CCN(S(=O)(=O)c2ccc(OC)c(OC)c2)CC1 was read as Bcl-xL primary 4, MCL1 BIM primary -1, Fam108B counter 1, PAFAH1B2 FP inh -2, MEX-5 binding -2.8, AHR act 0, PME-1 primary 3, GLD-1 RNA inh 6 and pPAFAH inh 2.
`Cc1cc(C(=O)O)sc1C` gave Bcl-xL primary -1, MCL1 BIM primary -2, Fam108B counter 1, PAFAH1B2 FP inh 4, MEX-5 binding 0.1, AHR act 0, PME-1 primary -2, GLD-1 RNA inh 0 and pPAFAH inh 5.
CC(CCc1ccccc1)NC(=O)CCNS(=O)(=O)c1ccccc1 (configuration not stated) was read as Bcl-xL primary 2, MCL1 BIM primary -3, Fam108B counter -2, PAFAH1B2 FP inh 1, MEX-5 binding -1.2, AHR act -2, PME-1 primary -4, GLD-1 RNA inh 4 and pPAFAH inh 2.
`O=C(N/N=C/c1cc2ccccc2nc1Cl)[C@H]1C[C@@H]1c1ccccc1` gave Bcl-xL primary 2, MCL1 BIM primary -3, Fam108B counter -28, PAFAH1B2 FP inh -5, MEX-5 binding 0.1, AHR act 13, PME-1 primary -30, GLD-1 RNA inh -1 and pPAFAH inh -2.
For Cc1cc(NC(=O)CSc2nnc(-c3ccccc3F)n2C)no1 the results were Bcl-xL primary -2, MCL1 BIM primary 0, PAFAH1B2 FP inh 1, AHR act 0, PME-1 primary 4, GLD-1 RNA inh 7 and pPAFAH inh 4.
For O=C1CC(c2ccccc2Cl)CC(O)=C1C=NCCCO (configuration not stated) the results were Bcl-xL primary -3, MCL1 BIM primary 0, Fam108B counter 0, PAFAH1B2 FP inh -1, MEX-5 binding -1.2, AHR act 0, PME-1 primary -3, GLD-1 RNA inh 8 and pPAFAH inh 5.
Screening C/C(=N\NC(=O)C1CC1)c1cccs1 returned Bcl-xL primary -2, MCL1 BIM primary -7, Fam108B counter 1, PAFAH1B2 FP inh 2, MEX-5 binding 0.0, AHR act 16, PME-1 primary 2, GLD-1 RNA inh 4 and pPAFAH inh 3.
